Shiga toxin inh: A qHTS for Small Molecule Inhibitors of Shiga Toxin | Vero cells, Shiga toxin protein synthesis inhibition reporter | inhibition, % at 38.7 µM | 9.2% of 290,000 active | AID 2315, 2010; in the data active = inhibition mostly above about 28%, no sharp cut-off; inactive = mostly below about 43%; also: 0% is about no effect
Sm TGR block: qHTS Assay for the Inhibitors of Schistosoma Mansoni Peroxiredoxins | purified TGR, DTNB reduction, TNB absorbance 405 nm | Potency, µM (series often up to 114 µM), without a hit: at the top dose activity change, negative = inhibition, hits mostly inhibitors | AID 485364, 2010 | Schistosoma mansoni thioredoxin glutathione reductase (TGR), Q962Y6 | 3% of 360,000 active; also: potency is read from the fitted curve at half-maximal effect; % is scaled to controls: 0 for no effect and ±100 for the full control effect; nearly all actives have a fitted effect of over 60% in size
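TGR 20 nM + NADPH 100 uM (dispensed conc.), cpd preinc 15 min RT; start with NADPH (500 uM addition) then DTNB (15 mM addition). Kinetic TNB absorbance, 405 nm filter. Four-parameter Hill fit across titration.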
Giardia FBPA inh: qHTS Assay for Inhibitors of Fructose-1,6-bisphosphate Aldolase from Giardia Lamblia. Potency, µM (doses to about 59.6 µM), for the others: at the top dose activity, negative = inhibition, usual class: inhibitors. purified Giardia FBPA. A8B2U2. 0.71% of 290,000 active; also: potency is read from the fitted curve at half-maximal effect; % is scaled to controls: 0 for no effect and ±100 for the full control effect; nearly all actives have a fitted effect of over 55% in size
Target sequence (A8B2U2 whole entry, looked up): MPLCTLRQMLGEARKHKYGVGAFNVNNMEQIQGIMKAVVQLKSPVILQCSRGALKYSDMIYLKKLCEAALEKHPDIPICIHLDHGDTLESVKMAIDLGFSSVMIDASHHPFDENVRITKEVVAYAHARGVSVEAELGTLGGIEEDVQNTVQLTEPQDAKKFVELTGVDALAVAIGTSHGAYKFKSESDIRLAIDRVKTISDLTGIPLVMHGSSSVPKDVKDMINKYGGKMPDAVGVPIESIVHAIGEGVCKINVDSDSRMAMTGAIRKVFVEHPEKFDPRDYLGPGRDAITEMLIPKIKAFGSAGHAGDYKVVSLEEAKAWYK
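Giardia FBPA (40 nM reagent) was preincubated 10 min at RT with compound (up to 57.5 uM final), then substrate plus GAPDH/TPI/NAD/arsenate coupling system with diaphorase/resazurin was added; resorufin fluorescence (525/598 nm) was read after 20 min.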
Pf growth 48h: Primary qHTS for delayed death inhibitors of the malarial parasite plastid, 48 hour incubation. P. falciparum luciferase growth in erythrocytes, 48 h. Potency, µM (titrated, usually from 28.7 µM), inactives show at the highest dose activity change, negative = inhibition, usual class: inhibitors. 5.9% of 310,000 active; also: potency is read from the fitted curve at half-maximal effect; % is scaled to controls: 0 for no effect and ±100 for the full control effect
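In quantitative HTS format, infected erythrocytes bearing luciferase-reporter parasites were treated for a single generation at 37 C. Luminescence after adding detection reagent served as the growth measure.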
Pf growth 96h: Primary qHTS for delayed death inhibitors of the malarial parasite plastid, 96 hour incubation | Potency, µM (top dose mostly 28.7 µM), inactives show at the top dose activity change, negative = inhibition, hits mostly inhibitors | 6.9% of 320,000 active | P. falciparum luciferase reporter growth, 96 h; also: potency is read from the fitted curve at half-maximal effect; % is scaled to controls: 0 for no effect and ±100 for the full control effect
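Two parasite generations (96 h, 37 C, 5% CO2) of compound exposure in infected erythrocytes (0.05% parasitemia, 2% hematocrit). Luciferase-reporter P. falciparum; decreased luminescence indicates inhibited growth, aimed at apicoplast-acting delayed death.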
CHX counter: Cycloheximide Counterscreen for Small Molecule Inhibitors of Shiga Toxin. AID 2314, 2010. max response, %. 12% of 300,000 active. cell reporter, cycloheximide protein synthesis inhibition counterscreen; in the data active = max response mostly above about 13%, no sharp cut-off; inactive = mostly below about 14%; also: read at 38.3 µM for the half of the compounds with a filed dose; 0% is about no effect
* hit, by the source's call; [ ] = another dose, or the depositor's remark. Unless noted, calls follow the shape of the dose curve; as a rule, active = well fitted curve in the direction sought with a large enough effect; inconclusive = small, poorly fitted or top-dose-only effect, or another doubt; inactive = no such curve, though single readings can be large; an effect the other way counts as inactive or inconclusive.

What do the screens show for `Cc1cc(F)ccc1S(=O)(=O)N1CCCCC1CCNC(=O)C(=O)NCc1ccccn1` (stereo not drawn)?
Sm TGR block: 11%; Pf growth 48h: inconclusive; Pf growth 96h: inconclusive

Results for Cn1cc(C(=O)NCc2cccs2)c(=O)c2cc(S(=O)(=O)N3CCCC3)ccc21 ?
Shiga toxin inh: 5; Sm TGR block: 0%; Giardia FBPA inh: 2%; Pf growth 48h: inconclusive; Pf growth 96h: -11%; CHX counter: -4

How did CN(C)CCNC(=O)c1ccc2c(c1)N(Cc1ccc(F)cc1)CCS2 do in these assays?
Shiga toxin inh: -14; Sm TGR block: 2%; Giardia FBPA inh: 1%; Pf growth 96h: 34%[activator]; CHX counter: -1

How did O=C(NNCC(O)COc1ccccc1)c1ccccc1 (stereo not drawn) do in these assays?
Shiga toxin inh: 22; Sm TGR block: -5%; Giardia FBPA inh: -3%; Pf growth 48h: 14%; Pf growth 96h: 57%[activator]; CHX counter: 2

Results for Cc1ccc(-n2nnc3c(=O)n(Cc4cc(C)ccc4C)cnc32)cc1 ?
Shiga toxin inh: -4; Sm TGR block: -1%; Giardia FBPA inh: -5%; Pf growth 48h: -12%; CHX counter: -1

What do the screens show for `Cc1ccc(CNC2=NCCCCC2)n1C`?
Shiga toxin inh: -23; Sm TGR block: inconclusive; Giardia FBPA inh: -12%; Pf growth 48h: -5%; CHX counter: 2

Results for Cn1cc(C(=O)CCl)c2ccccc21 ?
Shiga toxin inh: 3; Sm TGR block: 3.5µM*; Giardia FBPA inh: -8%; Pf growth 48h: inconclusive; Pf growth 96h: inconclusive; CHX counter: 2

How did CCOc1ccc(N2C(=O)CC(N(CCc3ccc(OC)c(OC)c3)C(=S)Nc3ccccc3)C2=O)cc1 (stereo not drawn) do in these assays?
Shiga toxin inh: 9; Sm TGR block: -4%; Giardia FBPA inh: -3%; Pf growth 48h: 10µM*; Pf growth 96h: inconclusive; CHX counter: 8

How did CCCCCCCCCCCCCCCC(=O)OC[C@H](COP(=O)([O-])OCC[N+](C)(C)C)OC(=O)CCCCCCCCCCCCCCC do in these assays?
Shiga toxin inh: 26; Sm TGR block: -2%; Giardia FBPA inh: 1%; Pf growth 48h: 4%; Pf growth 96h: 10%; CHX counter: -2

What do the screens show for `CC(C)COP(=O)(OCC(C)C)C(O)c1ccccc1F` (stereo not drawn)?
Shiga toxin inh: -6; Sm TGR block: 7%; Giardia FBPA inh: 7%; Pf growth 48h: 14%; Pf growth 96h: 55%[activator]; CHX counter: -2

How did COc1ccc2cc3cc(C(=O)NCC4CCCO4)oc3nc2c1 (stereo not drawn) do in these assays?
Shiga toxin inh: 46*; Sm TGR block: 1%; Giardia FBPA inh: -9%; Pf growth 48h: inconclusive; Pf growth 96h: 3%; CHX counter: 19

What do the screens show for `COc1cccc(/C=N/n2c(-c3cccs3)n[nH]c2=S)c1`?
Shiga toxin inh: -5; Sm TGR block: 17%; Giardia FBPA inh: 1%; Pf growth 48h: 19%; Pf growth 96h: 45%[activator]; CHX counter: 1

Results for CC(C)(C)c1cc(C(=O)NNS(=O)(=O)c2ccccc2)n[nH]1 ?
Shiga toxin inh: 8; Sm TGR block: 5%; Giardia FBPA inh: -1%; Pf growth 48h: 2%; Pf growth 96h: 0%; CHX counter: 9

Results for Cc1nc2ccccc2c2c1C(=O)N(C(C)C)C2=O ?
Shiga toxin inh: -2; Sm TGR block: 4%; Giardia FBPA inh: 1%; Pf growth 48h: 13%; CHX counter: -3

Results for Cc1nnc(SCC(=O)Nc2ccccc2)[nH]c1=O ?
Shiga toxin inh: -6; Sm TGR block: 4%; Giardia FBPA inh: -2%; Pf growth 48h: -1%; CHX counter: -5

How did O=C(c1ccc(=O)[nH]n1)N1CCN(S(=O)(=O)c2ccc3ccccc3c2)CC1 do in these assays?
Shiga toxin inh: -12; Sm TGR block: 0%; Giardia FBPA inh: -7%; Pf growth 48h: 13%; Pf growth 96h: -8%; CHX counter: -3

Results for N=C1C(c2nc3ccccc3s2)=C(O)CN1CCCO ?
Shiga toxin inh: -12; Sm TGR block: 5%; Giardia FBPA inh: 3%; Pf growth 48h: 20%; CHX counter: 14

Results for O=C(OCc1nnc(-c2ccccc2)o1)c1cccc(S(=O)(=O)N2CCOCC2)c1 ?
Sm TGR block: 3%; Pf growth 48h: 7%; Pf growth 96h: 3%

What do the screens show for `C=CCOc1ccc(CN(C)CC(O)COc2ccc(CCC(C)=O)cc2)cc1` (stereo not drawn)?
Shiga toxin inh: 1; Sm TGR block: 2%; Giardia FBPA inh: -23%; Pf growth 48h: inconclusive; Pf growth 96h: inconclusive; CHX counter: -7

Results for COc1ccc(Nc2nc3ccccc3nc2C)cc1 ?
Shiga toxin inh: 10; Sm TGR block: -2%; Giardia FBPA inh: -11%; Pf growth 48h: -10%; Pf growth 96h: 2%; CHX counter: 2

Results for Cc1ccc(C(C)C)c(OCC(=O)NN=C(CCl)CCl)c1 ?
Shiga toxin inh: 17; Sm TGR block: inconclusive; Giardia FBPA inh: 16µM*; Pf growth 48h: -27%; Pf growth 96h: 0%; CHX counter: 8

How did Cc1c(NC(=O)CN(c2ccccc2)S(=O)(=O)c2ccc(F)cc2)c(=O)n(-c2ccccc2)n1C do in these assays?
Shiga toxin inh: -7; Sm TGR block: 25%; Pf growth 48h: 12%; Pf growth 96h: 26%; CHX counter: 2

What do the screens show for `COc1ccc([C@H]2CC(=O)C=C(c3ccc4ccccc4c3)C2)cc1OC`?
Sm TGR block: 0%; Pf growth 48h: inconclusive; Pf growth 96h: inconclusive

Results for N#Cc1c(NC(=O)c2ccc([N+](=O)[O-])o2)sc2c1CCC2 ?
Shiga toxin inh: 97*; Sm TGR block: 35µM*; Giardia FBPA inh: inconclusive; Pf growth 48h: 76%[activator]; Pf growth 96h: 52%[activator]; CHX counter: 28*

Results for COc1ccc(Nc2nnc(-c3ccncc3)s2)cc1Cl ?
Shiga toxin inh: 71*; Sm TGR block: 5%; Giardia FBPA inh: 1%; Pf growth 48h: 7%; Pf growth 96h: inconclusive; CHX counter: 49*

Results for Cc1ccccc1OCCC(=O)OCC(=O)NC1CCCCC1 ?
Sm TGR block: -11%; Pf growth 48h: 18%; Pf growth 96h: 5%

What do the screens show for `Cn1nccc1C(=O)N1CCCC(N2CCN(Cc3ccc4c(c3)OCO4)CC2)C1` (stereo not drawn)?
Shiga toxin inh: -4; Sm TGR block: -26%; Pf growth 48h: -11%; Pf growth 96h: -21%; CHX counter: 5

Results for N/C(=N\c1nc(C(F)(F)F)cc(=O)[nH]1)Nc1ccc(Cl)cc1 ?
Shiga toxin inh: -14; Sm TGR block: 0%; Giardia FBPA inh: -27%; Pf growth 48h: -5%; Pf growth 96h: -5%; CHX counter: -4

What do the screens show for `CCCCCc1ccc(OCCC[n+]2ccccc2)c(CCCCC)c1`?
Shiga toxin inh: -12; Sm TGR block: 4%; Giardia FBPA inh: -22%; Pf growth 48h: 1.9µM*; Pf growth 96h: inconclusive; CHX counter: -3

How did CC(C)(C)NC(=O)/C(=C/c1ccco1)c1ccccc1 do in these assays?
Shiga toxin inh: 9; Sm TGR block: inconclusive; Giardia FBPA inh: -1%; Pf growth 48h: -10%; Pf growth 96h: 84%[activator]; CHX counter: 1

Results for COc1ccc(-c2ccc(C(=O)O)c(=O)[nH]2)cc1 ?
Shiga toxin inh: -11; Sm TGR block: -2%; Giardia FBPA inh: -13%; Pf growth 48h: 71%[activator]; Pf growth 96h: 70%[activator]; CHX counter: -1

Results for O=C(Nc1c(Cl)cc(Cl)cc1C(=O)NCC1CCCO1)c1ccco1 (stereo not drawn) ?
Shiga toxin inh: -20; Sm TGR block: -13%; Giardia FBPA inh: 1%; Pf growth 48h: -3%; Pf growth 96h: 42%[activator]; CHX counter: 5

How did COc1ccc(CN(C)C(=O)Cc2ccc(OC)c(S(=O)(=O)N3CCOCC3)c2)cc1OC do in these assays?
Sm TGR block: -1%; Pf growth 48h: -17%; Pf growth 96h: inconclusive

Results for O=C(Nc1ccccc1F)C1CCN(S(=O)(=O)c2cccnc2)CC1 ?
Shiga toxin inh: -3; Sm TGR block: 0%; Pf growth 48h: 8%; Pf growth 96h: 9%; CHX counter: -4

How did CC(C)CN(CC(C)C)CC(O)CN(c1ccccc1)S(=O)(=O)c1ccccc1[N+](=O)[O-] (stereo not drawn) do in these assays?
Shiga toxin inh: 16; Sm TGR block: 7%; Giardia FBPA inh: -11%; Pf growth 48h: inconclusive; Pf growth 96h: inconclusive; CHX counter: 3

Results for O=C(Cn1nnc(-c2ccccc2)n1)N1CCN(S(=O)(=O)c2ccc(Cl)cc2)CC1 ?
Shiga toxin inh: -20; Sm TGR block: -8%; Giardia FBPA inh: 1%; Pf growth 48h: -28%; Pf growth 96h: inconclusive; CHX counter: -5

What do the screens show for `COc1cc(OC)c(C2Nc3ccccc3NC3=C2C(=O)CC(C)(C)C3)cc1OC` (stereo not drawn)?
Shiga toxin inh: 14; Sm TGR block: 2%; Giardia FBPA inh: 5%; Pf growth 48h: -14%; Pf growth 96h: inconclusive; CHX counter: -3

Results for CC(C)C(OC(=O)c1nsc(Cl)c1Cl)C(=O)NCc1ccc2c(c1)OCO2 (stereo not drawn) ?
Shiga toxin inh: -17; Sm TGR block: -22%; Giardia FBPA inh: 1%; Pf growth 48h: 20%; Pf growth 96h: 41%[activator]; CHX counter: -1

Results for O=c1c2oc3ccccc3c2ncn1Cc1ccccc1Cl ?
Shiga toxin inh: 51; Sm TGR block: -4%; Giardia FBPA inh: 6%; Pf growth 48h: inconclusive; CHX counter: 17

Results for COc1ccc(NS(=O)(=O)c2cc(NC(=O)c3cc(=O)c4ccccc4o3)ccc2OC)cc1 ?
Shiga toxin inh: 20; Sm TGR block: 9%; Giardia FBPA inh: -4%; Pf growth 48h: 8.3µM*; Pf growth 96h: inconclusive; CHX counter: 10

How did CCC(C)N(C(=O)Cn1nnc(-c2ccc(Cl)cc2)n1)C1CCS(=O)(=O)C1 (stereo not drawn) do in these assays?
Sm TGR block: -14%; Pf growth 48h: 3%; Pf growth 96h: 11%

What do the screens show for `S=c1[nH]nc(-c2cccs2)n1/N=C/c1cn(-c2ccccc2)nc1-c1ccc(Cl)cc1`?
Shiga toxin inh: 20; Sm TGR block: 14%; Giardia FBPA inh: 6%; Pf growth 48h: inconclusive; Pf growth 96h: inconclusive; CHX counter: -1

Results for Cc1cc(C(=O)COC(=O)c2n[nH]c3ccccc23)c(C)n1CC1CCCO1 (stereo not drawn) ?
Shiga toxin inh: 44; Sm TGR block: -1%; Giardia FBPA inh: 3%; Pf growth 48h: 335%[activator]; Pf growth 96h: inactive; CHX counter: 38*

Ordered by molar mass (lowest first): 3 of the compounds above.
How did O=C(c1ccc(=O)[nH]n1)N1CCN(S(=O)(=O)c2ccc3ccccc3c2)CC1 do in these assays?
Shiga toxin inh: -12; Sm TGR block: 0%; Giardia FBPA inh: -7%; Pf growth 48h: 13%; Pf growth 96h: -8%; CHX counter: -3

What do the screens show for `COc1cc(OC)c(C2Nc3ccccc3NC3=C2C(=O)CC(C)(C)C3)cc1OC` (stereo not drawn)?
Shiga toxin inh: 14; Sm TGR block: 2%; Giardia FBPA inh: 5%; Pf growth 48h: -14%; Pf growth 96h: inconclusive; CHX counter: -3

How did CCCCCCCCCCCCCCCC(=O)OC[C@H](COP(=O)([O-])OCC[N+](C)(C)C)OC(=O)CCCCCCCCCCCCCCC do in these assays?
Shiga toxin inh: 26; Sm TGR block: -2%; Giardia FBPA inh: 1%; Pf growth 48h: 4%; Pf growth 96h: 10%; CHX counter: -2
